Bioassay records deposited in PubChem by several laboratories.
PhoP inhibition = inhibitors of PhoP regulon expression, primary screen, Salmonella Typhimurium, GFP reporter (AID 1863); inhibition, % at 50 µM, or IC50 in µM where a hit was titrated; S. Typhimurium PhoP-regulated promoter GFP reporter, 4 h; higher % means a stronger effect; 0.16% of 300,000 active;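 active means inhibition over 29.93%, a cutoff 3 SD above the screen mean, later confirmed by dose response; inconclusive means inhibition over 29.93% but no dose response follow-up; inactive means inhibition at most 29.93% or unconfirmed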;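 further: 0% = low Mg2+ inducing control and 100% = high Mg2+ repressing control; strong numbers were not always called active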
RSV CPE inhibition = RSV antiviral activity via CPE protection, HEp-2 cells, primary 10 µM value included (AID 2391). HEp-2 cells, RSV-induced CPE inhibition; higher % means a stronger effect. CPE inhibition, % at 10 µM, or IC50 in µM where a hit was titrated. 0.13% of 310,000 active; in the data active means a potency from the dose series; inconclusive means CPE inhibition mostly from about 23% at the one dose, without a potency; inactive means the rest, 99 in 100 with CPE inhibition below about 21%; further: strong numbers were not always called active
SV40 large T antigen = SV40 large T antigen inhibitors, biochemical (AID 1903). SV40 large T antigen ATPase/helicase inhibition assay; higher % means a stronger effect. inhibition, % at 20 µM, or IC50 in µM where a hit was titrated. 0.39% of 310,000 active; in the data active means a potency from the dose series; inconclusive means inhibition mostly from about 32% at the one dose, without a potency; inactive means the rest, 99 in 100 with inhibition below about 32%; further: strong numbers were not always called active
Rac1 GTP hydrolysis = MgcRacGAP GTPase-activating activity inhibitors, confirmation, biochemical, ADP Hunter fluorescence. Rac GTPase-activating protein 1 (Homo sapiens). MgcRacGAP-stimulated Rac1 GTP hydrolysis, ADP Hunter fluorescence; higher % means a stronger effect; GST-tagged Rac1 F28L mutant substrate. AID 624330, 2012. one-dose inhibition, % at 30 µM; IC50 in µM for titrated hits. 0.6% of 340,000 active;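 active means first-screen hits whose inhibition reached a set limit at any dose in the follow-up dose series; inconclusive means inhibition above the set first-screen limit but never retested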;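 further: fluorescence reports GDP produced by GAP-driven GTP hydrolysis; strong numbers were not always called active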
GPR35 antagonists = GPR35 antagonists blocking zaprinast-driven arrestin recruitment, primary screen, imaging, U2OS, beta-arrestin-GFP, zaprinast agonist (AID 2058); U2OS GPR35 beta-arrestin-GFP translocation imaging, zaprinast antagonism; higher % means a stronger effect; 0.052% of 290,000 active; G-protein coupled receptor 35 (Homo sapiens); inhibition, % at 10 µM, or IC50 in µM where a hit was titrated;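 active means inhibition of at least 50% with at least 30 cells and total cytoplasm GFP at most 10,000,000; inconclusive means under 30 cells or total GFP of 10,000,000 plus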
CSM14.1 death rescue = rescue of cells from ER stress-induced death, primary screen, 384-well, CSM14.1, thapsigargin, ATP luminescence (AID 1222) | cellular ATP content (survival), % at 20 µM; hits with a dose series show EC50 in µM | 190,000 tested, under 10 active | CSM14.1 thapsigargin-induced death rescue, ATP luminescence; higher % means a stronger effect;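 active means EC50 below 50 µM in the dose-response confirmation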;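 further: death triggered by thapsigargin at about 15 µM added after 2 h compound pretreatment; cell ATP read after overnight thapsigargin exposure of roughly 18 to 22 hours; normalized against plate controls of thapsigargin alone and 5% DMSO vehicle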
NS5 inhibitors = Dengue-2 NS5 methyltransferase inhibitors, primary screen, biochemical, confirmation dose response (AID 588689); Dengue-2 NS5 methyltransferase capping enzyme assay, biochemical; higher % means a stronger effect; one-dose inhibition, % at 25 µM; IC50 in µM for titrated hits; 0.3% of 340,000 active; in the data active means a potency from the dose series; inconclusive means inhibition above about 29% without an active follow-up result
LYP inhibition = inhibitors of LYP phosphatase, biochemical, fluorescence intensity, uHTS (AID 1779); Tyrosine-protein phosphatase non-receptor type 22 (Homo sapiens); recombinant LYP phosphatase, fluorescence intensity; higher % means a stronger effect; inhibition, % at 11.5 µM, or IC50 in µM where a hit was titrated; 0.054% of 290,000 active; in the data active means inhibition above about 50%;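 further: plate controls were vehicle with enzyme for no effect and no enzyme for full effect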
West Nile antiviral = West Nile virus antiviral activity, cell-based, CPE readout (AID 1621) | West Nile virus-infected cells, CPE inhibition; higher % means a stronger effect | 0.02% of 290,000 active | one-dose CPE inhibition, % at 10 µM; IC50 in µM for titrated hits; in the data active means a potency from the dose series; inconclusive means CPE inhibition mostly from about 3.7% at the one dose, without a potency; inactive means the rest, 99 in 100 with CPE inhibition below about 2.2%; further: strong numbers were not always called active
* marks the source's active call; other numbers are inactive results; ? = inconclusive; / = no result given.

1. CCCCCCCCOC(=O)CCc1c(C)[nH]c(=S)[nH]c1=O
2. COc1cc(C(=O)NCCCN2CCCC2=O)cc(OC)c1OC
3. CCC(C)(C)c1ccc(OCC(=O)N(C)C)c(C(C)(C)CC)c1
4. Cc1cc(-c2ccccc2)nc(Oc2ccc(C(C)(C)C)cc2)c1S(C)(=O)=O
5. O=C(c1ccc(F)cc1)N1CCN(C2=NS(=O)(=O)c3ccccc32)CC1
6. CCc1nc2ccc(C(=O)Nc3nnc(C)s3)cc2nc1CC
7. CCCCn1c(=O)nc2n(-c3ccc(OC)cc3)c3ccccc3cc-2c1=O
8. CCOC(=O)c1sc(NC(=O)Cc2c(F)cccc2Cl)nc1C
9. CC1(C)Cc2c(sc3nc(=S)[nH]c(N)c23)CO1
10. CC(=O)Nc1ccc(NC(=O)CSc2ccc3nnc(CCNS(=O)(=O)c4ccc(C)cc4)n3n2)cc1

assay / compound | 1 | 2 | 3 | 4 | 5 | 6 | 7 | 8 | 9 | 10
PhoP inhibition | 10% | 1% | -3% | 0% | 8% | -11% | -6% | -6% | -6% | 5%
RSV CPE inhibition | 2.4% | -0.4% | 1.4% | ? | 2.2% | 0.0% | 2.0% | 3.1% | 0.2% | 0.8%
SV40 large T antigen | -11% | 10% | 6% | 1% | 5% | 8% | 0% | 1% | 7% | 3%
Rac1 GTP hydrolysis | -3% | 4% | / | -3% | 1% | 3% | 2% | 3% | / | 1%
GPR35 antagonists | -10% | -9% | 6% | 4% | 3% | -9% | -2% | -12% | -6% | -5%
CSM14.1 death rescue | 4.1% | -1.0% | -0.5% | -2.0% | / | 0.4% | -1.3% | -0.5% | / | /
NS5 inhibitors | -8% | -2% | / | -10% | 2% | -7% | 3% | -1% | / | 5%
LYP inhibition | -8% | -6% | 2% | 8% | -7% | -6% | 2% | 0% | -4% | -5%
West Nile antiviral | -0.1% | 0.0% | -1.3% | 2.1% | 0.0% | -0.1% | -0.9% | -0.7% | 0.8% | -0.2%

Four entries picked at random from the list so far:
10. CC(=O)Nc1ccc(NC(=O)CSc2ccc3nnc(CCNS(=O)(=O)c4ccc(C)cc4)n3n2)cc1
5. O=C(c1ccc(F)cc1)N1CCN(C2=NS(=O)(=O)c3ccccc32)CC1
1. CCCCCCCCOC(=O)CCc1c(C)[nH]c(=S)[nH]c1=O
2. COc1cc(C(=O)NCCCN2CCCC2=O)cc(OC)c1OC

assay / compound | 10 | 5 | 1 | 2
PhoP inhibition | 5% | 8% | 10% | 1%
RSV CPE inhibition | 0.8% | 2.2% | 2.4% | -0.4%
SV40 large T antigen | 3% | 5% | -11% | 10%
Rac1 GTP hydrolysis | 1% | 1% | -3% | 4%
GPR35 antagonists | -5% | 3% | -10% | -9%
CSM14.1 death rescue | / | / | 4.1% | -1.0%
NS5 inhibitors | 5% | 2% | -8% | -2%
LYP inhibition | -5% | -7% | -8% | -6%
West Nile antiviral | -0.2% | 0.0% | -0.1% | 0.0%

Next section:
11. Oc1ccc(Cl)cc1-c1cc(-c2ccccc2Cl)[nH]n1
12. Cc1ccc(NS(=O)(=O)c2cc(C(=O)N3CCN(C)CC3)ccc2C)cc1
13. CCOC(=O)CSc1nnc2c3ccccc3n(CC)c2n1
14. CCOc1ccc2nc(NC(=O)CSc3nc4cccnc4n3C)sc2c1
15. O=C(N/N=C/c1ccccc1)C(O)c1ccccc1 (centres undefined)
16. C#CCOn1c(-n2nc(C)cc2C)nc2ccccc2c1=O
17. COc1cccc(C2c3[nH]c4ccccc4c3CCN2Cc2cccn2-c2ncccn2)c1 (centres undefined)
18. CCCC(NC(=O)CCc1c(C)c2cc3c4c(oc3c(C)c2oc1=O)CCCC4)C(=O)O (centres undefined)
19. CCN(CC)CCCNC(=O)C1c2ccccc2C(=O)N(C)C1c1ccc(OC)cc1 (centres undefined)
20. O=C(Cn1ccc2ccccc2c1=O)NCCC(=O)N1CCN(c2ccccc2)CC1

assay / compound | 11 | 12 | 13 | 14 | 15 | 16 | 17 | 18 | 19 | 20
PhoP inhibition | 1% | 5% | 3% | -1% | -2% | / | 5% | 9% | -18% | 3%
RSV CPE inhibition | 16% | 2.2% | 1.8% | 5.3% | 1.1% | -0.8% | 3.2% | 4.6% | 0.0% | 2.5%
SV40 large T antigen | 22% | 6% | 8% | 10% | 8% | 15% | -4% | 11% | 7% | 7%
Rac1 GTP hydrolysis | 1% | 16% | 6% | 3% | 4% | 4% | -1% | 13% | 12% | 8%
GPR35 antagonists | -5% | -11% | 7% | 4% | -2% | -7% | 15% | -13% | 4% | -7%
CSM14.1 death rescue | -0.4% | / | / | -0.7% | / | / | -1.2% | / | -2.1% | /
NS5 inhibitors | 1% | -4% | 2% | -10% | -10% | 0% | -5% | 3% | 2% | -2%
LYP inhibition | -4% | 2% | -4% | -4% | -8% | -11% | -5% | -3% | 2% | -7%
West Nile antiviral | -0.5% | -0.1% | 0.2% | 0.2% | -0.1% | 0.2% | -1.2% | -0.1% | 1.1% | -1.1%

21. CC1Sc2ccc(S(=O)(=O)N3CCC(C(=O)Nc4ccc(Cl)cc4)CC3)cc2NC1=O (centres undefined)
22. Cc1csc(CCc2nc(C)cs2)n1
23. COc1cc(/C=C2\SC(=S)N(NS(=O)(=O)c3ccccc3)C2=O)cc(OC)c1OC
24. O=C(/C=C/c1ccc(Cl)cc1)NCCCn1ccnc1
25. Cc1c(C(=O)c2ccc(Cl)cc2Cl)cnc2cc3c(cc12)OCO3
26. CCn1c(C(C#N)/C(=N\S(=O)(=O)c2cccs2)c2ccccc2)nc2ccccc21 (centres undefined)
27. CCCCc1c(O)nc(SCC(=O)N2CCOCC2)n(-c2ccc(OC)cc2)c1=O
28. Cc1ccc(NS(=O)(=O)c2cc(C(=O)NCCSC3CCCCC3)ccc2C)cc1
29. O=c1c2ccc(Cl)cc2nc2n1CC/C2=C\c1cccc(O)c1
30. CN(C)C(CNC(=O)c1cccc(S(=O)(=O)Nc2ccc(Br)cc2)c1)c1ccco1 (centres undefined)

assay / compound | 21 | 22 | 23 | 24 | 25 | 26 | 27 | 28 | 29 | 30
PhoP inhibition | -17% | 5% | -13% | 2% | 4% | -3% | -4% | 2% | -4% | -6%
RSV CPE inhibition | 13% | 1.2% | -1.9% | 1.7% | 6.5% | -1.2% | 1.1% | 8.5% | 4.7% | 0.6%
SV40 large T antigen | 9% | 10% | 11% | 7% | 7% | 17% | 11% | 14% | 11% | 20%
Rac1 GTP hydrolysis | 4% | 16% | 8% | 8% | 6% | 3% | 5% | 6% | 6% | 11%
GPR35 antagonists | -3% | -4% | -11% | -1% | -6% | -23% | 7% | -1% | 1% | /
CSM14.1 death rescue | / | -0.2% | / | / | -4.8% | 2.0% | / | -2.3% | / | /
NS5 inhibitors | -38% | 4% | 65µM* | -10% | -7% | -1% | -8% | 1% | 8% | -3%
LYP inhibition | -4% | -10% | 1% | -4% | 7% | 4% | -8% | 1% | -1% | /
West Nile antiviral | -0.4% | 0.6% | 0.6% | -1.2% | -1.0% | 0.0% | -0.3% | ? | -0.6% | /

31. O=C(O)c1nn(-c2ccccc2C(F)(F)F)cc1O
32. CC(C)(C)CN1CCN(CC#Cc2ccccc2)CC1CCO (centres undefined)
33. Cc1ccc(C(=O)OCC(=O)Nc2ccc(S(N)(=O)=O)cc2)c(O)c1
34. CCCCC(=O)N(CCOC)c1nnc(-c2cccnc2)s1
35. COc1ccc(OC)c(S(=O)(=O)N2CCC(NC(=O)c3ccccc3)CC2)c1
36. C[C@H](NC(=O)C1CCC(CNC(=O)[C@@H]2CCCN2C(=O)OC(C)(C)C)CC1)C(=O)O (some centres undefined)
37. Cc1ccccc1OCCn1cc(C(=O)C(=O)N2CCOCC2)c2ccccc21
38. Cc1ccc(CN2CCSc3ccc(C(=O)N4CCN(c5ncccn5)CC4)cc32)cc1
39. O=C(Nc1ccc(CN2CCOCC2)cc1)c1cccc(-c2cc3ccccc3oc2=O)c1
40. N#Cc1c(NC(=O)CSc2nnc(-c3ccco3)n2-c2ccccc2)sc2c1CCC2

assay / compound | 31 | 32 | 33 | 34 | 35 | 36 | 37 | 38 | 39 | 40
PhoP inhibition | / | -3% | -12% | 4% | -2% | 6% | -7% | -4% | -5% | -3%
RSV CPE inhibition | 1.4% | 0.5% | 1.4% | 0.6% | 0.6% | 0.4% | 11% | 1.5% | 0.7% | 3.3%
SV40 large T antigen | 22% | -12% | 14% | 2% | 19% | 6% | 3% | 16% | 17% | 18%
Rac1 GTP hydrolysis | 15% | -1% | 8% | 4% | 4% | / | 10% | 6% | -5% | 12%
GPR35 antagonists | -4% | 10% | -5% | 2% | 4% | -8% | -6% | 0% | -11% | 0%
CSM14.1 death rescue | / | / | / | -2.3% | / | / | -1.5% | -2.5% | -0.8% | 1.5%
NS5 inhibitors | 9% | 1% | -5% | -11% | -3% | 0% | -5% | 5% | -5% | 3%
LYP inhibition | -5% | -10% | 1% | -4% | -2% | -9% | 1% | -6% | 3% | -2%
West Nile antiviral | 0.2% | -1.6% | 0.0% | -0.3% | -0.5% | -0.3% | -0.8% | -1.2% | -0.5% | -0.4%

41. N#CC1(NC(=O)COC(=O)c2ccccc2SCC(=O)N2CCCC2)CCCCC1
42. COc1cc(C(=O)Nc2nnc(S(=O)(=O)N3CCCCCC3)s2)cc(OC)c1OC
43. CC(SCC(=O)NC12CC3CC(CC(C3)C1)C2)C(=O)O (centres undefined)
44. CCN(CC)S(=O)(=O)c1cc(NC(=O)COC(=O)CCc2nc3ccccc3s2)ccc1C
45. O=[N+]([O-])c1ccc(CN2CCN(Cc3c[nH]c4ccccc34)CC2)cc1
46. CCCc1cc(C(=O)N2CCCC(N3CCN(c4ccccc4F)CC3)C2)n(C)n1 (centres undefined)
47. COc1ccccc1Nc1nnc(SCC(=O)Nc2cc(C)on2)s1
48. COc1ccc(NC(=O)c2ccc(COCC(F)(F)F)cc2)cc1OC

assay / compound | 41 | 42 | 43 | 44 | 45 | 46 | 47 | 48
PhoP inhibition | -3% | -4% | 3% | -8% | -13% | 0% | 0% | -6%
RSV CPE inhibition | 2.9% | 14% | 1.7% | 2.0% | -1.6% | 1.9% | 2.9% | 2.9%
SV40 large T antigen | 13% | 5% | 9% | 5% | -3% | 1% | 4% | -30%
Rac1 GTP hydrolysis | 6% | 9% | 7% | -1% | 30% | 1% | 4% | -11%
GPR35 antagonists | 8% | 6% | -1% | 6% | -8% | 0% | 1% | -6%
CSM14.1 death rescue | / | / | -0.8% | -1.4% | -2.4% | / | 1.6% | 5.1%
NS5 inhibitors | 3% | -5% | -1% | -7% | 5% | -3% | 12% | -3%
LYP inhibition | -7% | -3% | -4% | 1% | 3% | -9% | -5% | -3%
West Nile antiviral | -0.3% | 0.3% | 0.3% | 0.3% | -0.5% | -0.9% | 0.1% | -0.5%
